High-throughput results: PubChem, several laboratories
Insulin prom inh = TRM-6 insulin promoter activity inhibition | inhibition, % at 2 µM | TRM-6 cells (human fetal islet line), insulin promoter-eGFP reporter, imaging; reporter expression induced with tamoxifen | 0.9% of 130,000 active;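 active = inhibition above the mean plus 3 SD, with well images judged a real hit on visual review, cut at about 60% in these data, passing the limit was not always enough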
sdo1 growth = sdo1-depleted yeast growth rescue | S. cerevisiae sdo1-depleted JHY4D growth rescue, OD600 30 h; hits give high values; pdr5 snq2 efflux-pump mutant strain | AID 817 | 0.21% of 140,000 active | z-score at 10 µM;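 active = z-score above 3 at both the 24 hr and the 30 hr optical density reads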;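 note: z-score against mean and SD of all compound wells on the same plate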
sdo1 growth Rescue 24 h = further read-out of sdo1 growth, marked with its call; z-score; S. cerevisiae sdo1-depleted JHY4D growth rescue, OD600; measured here: growth rescue at 24 h;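 0 is the plate mean of compound wells and units are plate SD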
An asterisk follows results filed as active; · = not tested or not shown.

# | SMILES | sdo1 growth Rescue 24 h | sdo1 growth | Insulin prom inh
1 | CC(=O)C1=C(O)C(=O)N(c2cccc(C(=O)O)c2)C1c1ccc(F)cc1 (stereo unspecified) | -0.52 | -0.69 | ·
2 | Cc1ccc(C(C)(C)C)c(OCCN2CCCC2)c1 | 0.64 | 1.84 | -23.1
3 | COc1ccccc1-c1noc(CSc2nc(N)cc(=O)[nH]2)n1 | · | · | 28.6
4 | COCCCNC(=O)CNC(=S)N(Cc1ccccc1F)C1CCCCC1 | -0.15 | -0.16 | 55.6
5 | COc1ccc(Br)cc1C1CC(=O)N2CN(C)CSC2=C1C#N (stereo unspecified) | -0.32 | -0.03 | ·
6 | CCOC(=O)Cc1csc(NC(=O)COc2cc(C)cc(C)c2)n1 | · | · | -48.1
7 | CCOC(=O)Nc1nc(C)c(C(=O)N(C)C)s1 | 0.53 | 0.34 | 19.4
8 | Cc1cc(NC(=O)COc2ccc(Cl)cc2Cl)n(-c2ccccc2)n1 | 0.64 | -0.33 | -11.8
9 | O=C(NC1CCCCC1)c1nn2c(C(F)(F)F)cc(-c3ccco3)nc2c1Br | 1.29 | 1.07 | ·
10 | Cc1nn(CCCC(=O)Nc2nccs2)c(C)c1[N+](=O)[O-] | · | · | -42.9
11 | Cc1cnc(NC(=O)COc2cccc3c2OC(C)(C)C3)s1 | 0.89 | 0.07 | 11.4
12 | Cc1ccccc1CSCc1nc2ccccc2[nH]1 | 0.29 | -0.02 | ·
13 | Cc1ccc(S(=O)(=O)NCc2ccc(C(=O)NCc3cccnc3)cc2)cc1 | · | · | 35.7
14 | CC(C)NC(=O)c1ccc(Sc2ccccc2)c([N+](=O)[O-])c1 | 3.05 | 2.35 | 15.9
15 | O=c1cc(CO)oc(CN2CCN(CCO)CC2)c1O | 1.08 | 1.11 | ·
16 | COc1ccc(OC)c(C(c2nnnn2CC2CCCO2)N2CCN(C)CC2)c1 (stereo unspecified) | 1.22 | 6.84 | ·
17 | CC(C)CNC(=O)CC(=O)N/N=C/c1cccs1 | 0.43 | 0.2 | -93.3
18 | COc1ccccc1CNC(=O)C(=O)NCC1OCCN1S(=O)(=O)c1ccc2c(c1)OCCO2 (stereo unspecified) | 0.31 | 0.55 | -12.2
19 | C(=C\c1nnc(-c2cccs2)o1)/c1ccccc1 | -0.94 | -0.96 | ·
20 | O=C(Nn1c(SCc2cccc([N+](=O)[O-])c2)nc2ccccc2c1=O)c1ccccc1 | -0.41 | -1.53 | -100.0
21 | Cc1ccc(C(=O)N(Cc2nc3ccccc3c(=O)[nH]2)C2CCCC2)cc1 | · | · | 0.0
22 | O=C1N(c2ccc(Cl)cc2)C(c2ccc(Cl)cc2)N2CCCN12 (stereo unspecified) | -0.34 | -0.37 | -26.5
23 | O=C(c1ccc(N2CCCC2=O)cc1)N1CCOCC1 | 0.31 | 0.59 | -37.7
24 | CCc1ccc(C(=O)NN(C(=O)c2ccc(CC)cc2)C(C)(C)C)cc1 | 0.41 | -0.14 | -33.3
25 | COc1ccc(Cl)cc1NC(=O)N1CCN(C2CCCCC2)CC1 | 0.63 | 0.79 | 9.5
26 | O=C(NCCCCc1ccccc1)C1CC(c2ccccc2[N+](=O)[O-])=NO1 (stereo unspecified) | -1.03 | -0.33 | -16.7
27 | Cc1cc(C(=O)COC(=O)CN(C)S(=O)(=O)c2ccc(Cl)cc2)c(C)n1Cc1cccs1 | 0.4 | 0.39 | ·
28 | COc1ccccc1NC(=O)CN1CCC(C(=O)c2ccc(F)cc2)CC1 | 0.77 | 0.56 | 13.2
29 | COC(=O)c1ccc(C2C(C(=O)c3cc4ccccc4o3)=C(O)C(=O)N2CCCN(C)C)cc1 (stereo unspecified) | 0.48 | 0.67 | -28.6
30 | O=C(O)Cc1ccc(C(=O)c2ccccc2F)s1 | -0.72 | -0.12 | 0.0
31 | Cn1c(Cc2ccccc2)nnc1SCC(=O)NC1CCCCC1 | 1.63 | 1.13 | -100.0
32 | Cn1c(=O)c2c(ncn2CC(=O)OCC(=O)Nc2ccccc2Cl)n(C)c1=O | -0.25 | -0.03 | ·

Values by screen from the list:
sdo1 growth Rescue 24 h for entries 25 to 29 → 0.63, -1.03, 0.4, 0.77, 0.48

Going on with the list.
# | SMILES | sdo1 growth Rescue 24 h | sdo1 growth | Insulin prom inh
33 | CCOC(=O)c1csc(NC(C)=O)n1 | · | · | 14.3
34 | CCN(CC)C(=O)CN(c1cc(Cl)ccc1OC)S(=O)(=O)c1ccc(C)c([N+](=O)[O-])c1 | -0.12 | -1.17 | -16.7
35 | CCN(CC)c1ccc(/C=C(/C#N)c2nc3ccc(C)cc3[nH]2)c(OC(C)C)c1 | -0.81 | -1.08 | -244.8
36 | COc1ccc2[nH]c3c(Cl)ncnc3c2c1 | 0.43 | 0.97 | ·
37 | Cc1nc(-c2cccnc2)sc1C(=O)Nc1ccc(F)cc1F | 0.25 | 0.43 | 8.1
38 | O=[N+]([O-])c1cccc(-c2nc(-c3cccs3)c(-c3cccs3)[nH]2)c1 | -0.59 | -1.3 | 23.3
39 | CCn1c(SCC(=O)NCc2ccc3c(c2)OCO3)nnc1-c1cccs1 | -0.67 | -0.15 | -31.8
40 | S=C(Nc1ccccc1)Nc1ccc(Cl)cn1 | · | · | 50.0
41 | COc1ccc(S(=O)(=O)N(CCc2ccccc2)CC(=O)NC(C)C)cc1 | -0.31 | -0.86 | -14.3
42 | Cn1c(=O)[nH]c(=O)c2c1nc(Br)n2CCSc1nc2ccccc2o1 | -0.42 | 0 | ·
43 | Cc1nc2ccc(NC(=O)NCCCO)cc2s1 | 0.18 | 0.19 | 25.0
44 | COc1cc(NC(=O)CN2C(=O)c3ccccc3S2(=O)=O)c(OC)cc1Cl | 0.54 | 0.19 | ·
45 | Cc1sc2nc(CN3CCOCC3)nc(N3CCC(C(N)=O)CC3)c2c1C | · | · | 55.6
46 | CCCC(C)NC(=O)CSc1nnc2ccccn12 (stereo unspecified) | · | · | -100.0
47 | O=C1C2C3C=CC(C3)C2C(=O)N1c1nc2ccccc2s1 (stereo unspecified) | 1.29 | 0.97 | -300.0
48 | CCOC(=O)c1ccc(-c2ccc(/C=N/NC(=O)CN(c3ccccc3Br)S(C)(=O)=O)o2)cc1 | 1.19 | 0.61 | 7.7
49 | COc1cccc(C(=O)Nc2ccc(NC(=O)c3ccco3)cn2)c1 | -0.28 | -0.01 | 37.1
50 | COC(=O)C1C(=O)OC(C)(C)C1C(C)C(=O)c1ccc(C)cc1C (stereo unspecified) | · | · | -5.3
51 | O=C1c2ccccc2S(=O)(=O)N1CC(O)Cn1ccc2ccccc21 (stereo unspecified) | -0.72 | -0.36 | 23.1
52 | CCN1CCCC1CNCc1cc(OC)c(OC)c(OC)c1 (stereo unspecified) | -0.33 | 0.52 | -10.0
53 | N#Cc1nc(-c2ccc(OCc3ccc(Cl)cc3)cc2)oc1N1CCC(C(N)=O)CC1 | -0.27 | -0.48 | 66.7
54 | CCN1CCN(CCCCSc2ccccc2)CC1 | 1.88 | 1.82 | ·
55 | Cc1ccc2cc3c(NC(=O)C4CCCO4)nn(CC(C)C)c3nc2c1 (stereo unspecified) | -0.76 | -0.91 | 13.8
56 | C=CSc1sc(Cl)c(N2CCOCC2)c1[N+](=O)[O-] | · | · | 16.7
57 | O=C(O)CNC(=O)C12CC3CC(CC(Cl)(C3)C1)C2 | · | · | -21.4
58 | O=S(=O)(NC1=NCCC1)c1cccc(NS(=O)(=O)c2ccc(OC(F)(F)F)cc2)c1 | 0.53 | 1.03 | 39.5
59 | COc1ccc(O[C@H]2C=C[C@@H](c3ccccc3)O[C@@H]2CO/N=C/C[C@@H]2C=C[C@H](OC(C)=O)[C@@H](COC(C)=O)O2)cc1 | 0.31 | 0.05 | 10.0
60 | Cc1ccccc1C(=O)N1CCC(C(=O)Nc2ccc3c(c2)OCO3)CC1 | -1.21 | -0.85 | 6.9
61 | O=C(N/N=C/c1cn(-c2ccccc2)nc1-c1ccc(F)cc1)c1ccc2c(c1)OCO2 | 0.35 | -0.11 | -10.3
62 | COc1ccc(S(=O)(=O)NCc2csc(C)n2)cc1 | -1.07 | -0.13 | 42.9
63 | Cn1nnnc1NCc1c(F)cccc1Cl | -0.97 | -0.29 | 3.2
64 | O=C(Nc1ccc2oc(-c3ccccc3)nc2c1)c1ccco1 | -0.24 | -0.91 | -12.9

Copied from above, compounds 63 to 64
# | SMILES | sdo1 growth Rescue 24 h | sdo1 growth | Insulin prom inh
63 | Cn1nnnc1NCc1c(F)cccc1Cl | -0.97 | -0.29 | 3.2
64 | O=C(Nc1ccc2oc(-c3ccccc3)nc2c1)c1ccco1 | -0.24 | -0.91 | -12.9

Carrying on:
# | SMILES | sdo1 growth Rescue 24 h | sdo1 growth | Insulin prom inh
65 | Cc1ccc(Sc2ccncc2S(N)(=O)=O)cc1 | 0.76 | 1.59 | -41.7
66 | COc1ccc(-c2ccc(=O)n(CC(=O)NCc3ccco3)n2)cc1 | 0.46 | 0.45 | 38.9
67 | COc1cc(CNC2CCCC2)cc(OC)c1 | 1.05 | 0.54 | ·
68 | CCCn1c(=O)c(C(=O)N/N=C/c2ccccc2F)c(O)c2ccccc21 | · | · | -23.8
69 | Cc1ccc(-c2csc3ncnc(-n4cnc5ccccc54)c23)cc1 | -0.13 | -0.91 | ·
70 | O=C(c1cc2sccc2n1Cc1ccccc1)N1CCc2ccccc21 | -0.04 | -0.75 | 0.0
71 | Cc1cc(C)n2nc(SCC(=O)N(C)Cc3ccccc3)nc2n1 | 0.45 | 1.07 | -13.2
72 | COCc1cc(CN2CCN(C)CC2)c(O)c2ncccc12 | 0.73 | 0.28 | 18.3
73 | Cc1ccccc1OCc1nnc(SCc2cc(=O)[nH]c3ccccc23)n1-c1ccccc1 | -0.18 | -0.15 | -10.8
74 | NC(=O)C1CCN(c2nc(C3CC3)nc3c2nnn3Cc2ccccc2Cl)CC1 | -0.55 | -1.88 | ·
75 | CCCn1c(SCC(=O)NCC2CCCO2)nc2c1c(=O)n(C)c(=O)n2C (stereo unspecified) | -0.86 | -0.02 | ·
76 | CCN(CC)c1ccc(NC(=O)c2ccco2)cc1 | -0.14 | 0.05 | ·
77 | Cc1cccc(C)c1Nc1nnc(SCC(=O)c2ccc(Br)s2)s1 | -1.12 | -1.56 | ·
78 | C=CCc1ccccc1OCC(=O)OCCNC(=O)c1cccnc1 | 0.28 | 0.57 | -61.5
79 | Cc1nc(N2CCN(Cc3ccccc3)CC2)c(C#N)c2c1COC(C)(C)C2 | -0.96 | -0.51 | 21.1
80 | Cn1c(=O)c2c(nc(N/N=C/c3ccc(OC(=O)c4ccco4)cc3)n2Cc2ccc(F)cc2)n(C)c1=O | -0.89 | -1.06 | ·
81 | O=C(NC(=S)N1CCN(CCO)CC1)C12CC3CC(CC(C3)C1)C2 | · | · | 29.4
82 | CCN1CCN(C(=S)c2ccc(OCC(=O)NCc3ccccc3)cc2)CC1 | · | · | 0.0
83 | CC[n+]1c(/C=C/Nc2ccccc2)oc2ccc(OC)cc21 | · | · | -455.6
84 | O=C(N/N=C/c1ccccn1)c1cc(-c2cccc3ccccc23)n[nH]1 | 0.89 | 0.54 | 11.8
85 | COc1ccc(C(=O)N/C(=C\c2cccs2)c2nc3ccccc3[nH]2)cc1OC | -0.23 | 0.64 | 20.4
86 | Cc1ccc(N2C(=O)C3C(C2=O)C2C=CC3C23CC3)cc1 (stereo unspecified) | 0.28 | 0.4 | ·
87 | CC(c1nnc(SCC(=O)Nc2sccc2C#N)n1-c1ccc(Cl)cc1)N(C)C (stereo unspecified) | -1.37 | -1.35 | 1.7
88 | Cc1cccc(C(=O)Nc2nnc(C3=COCCO3)o2)c1 | · | · | -57.9
89 | COC(=O)c1ccc(NC(=O)C23CC4CC(C2)CC(n2cncn2)(C4)C3)cc1 | 0.41 | -0.05 | 25.0
90 | Cc1ccccc1NC(=S)NCc1ccccc1 | 1.53 | 1.01 | 38.9
91 | COc1ccc(-c2nc(C#N)c(NCCc3ccccc3)o2)cc1 | 0.73 | 0.02 | -16.3
92 | O=C(c1ccc(N2C(=O)C3CC=C(Cl)CC3C2=O)cc1)N1CCCCC1 (stereo unspecified) | -0.16 | -0.22 | -32.0
93 | CCOc1ccccc1-c1nc(-c2ccncc2)no1 | -1.51 | -1.7 | -20.0
94 | CCOC(=O)CNC(=O)CN1C(=O)CCS(=O)(=O)c2ccccc21 | 0.58 | 0.75 | 3.9
95 | CC(C)(C)C(=O)CC1(O)C(=O)N(Cc2ccccc2)c2ccccc21 (stereo unspecified) | -0.9 | -0.23 | -10.0
96 | O=C1CSC(c2cn(-c3ccccc3)nc2-c2cccs2)N1CC1CCCO1 (stereo unspecified) | 0.54 | -0.36 | -54.0
97 | Cc1nc(N)sc1-c1nnc(SCC(=O)Nc2nccs2)n1C | 1.11 | 1.23 | 48.3
98 | COc1ccccc1CNC(=O)C/C(C)=N/NC(=O)Cc1ccccc1 | 0.75 | 0.5 | -16.2
99 | CC1(C)CC2(CC(c3ccccc3F)c3cc(Cl)c(O)cc3O2)NC(=S)N1 (stereo unspecified) | · | · | 25.0
100 | COc1ccc(OC)c(-n2nnnc2SCC(=O)Nc2ccc(C(=O)N3CCCCC3)cc2)c1 | 2.63 | 2.82 | ·
101 | CSC1=NCCN1C(=O)C(C)Oc1ccccc1 (stereo unspecified) | -0.19 | 0.83 | ·
102 | O=C(NCN1CCN(c2ccccn2)CC1)c1cnccn1 | 0.64 | 0.65 | -9.7
103 | CC1(C)CC(=O)c2sc(NC(=O)c3ccc4ncsc4c3)nc2C1 | -0.68 | -0.51 | ·
104 | CCN(CC)S(=O)(=O)c1ccc(OCC(=O)NCc2ccccc2)cc1 | 0.02 | 0.35 | ·
105 | CCC(C)n1nnc2c(=O)oc3ccccc3c21 (stereo unspecified) | -0.81 | -0.61 | 25.8
106 | Cc1ccc2oc(-c3ccc(NC(=O)c4ccc5c(c4)OCO5)cc3)nc2c1 | -0.79 | -1.57 | -264.0
